UHRF1 MBD2 ctr: UHRF1 methyl-DNA binding inhibition; UHRF1 binding to methylated oligo, TR-FRET; inhibition, % at 4.4 µM; 0.75% of 370,000 active; in the data active = inhibition above about 21%;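 also: UHRF1 SRA domain binding a hemimethylated CpG hairpin DNA probe; 0% = median of test compound wells and 100% = reference inhibitor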
LEDGF integ inh: blocks HIV-1 LEDGF/p75-dependent DNA integration; TR-FRET IN-LEDGF/p75 DNA integration, Eu/Cy5; inhibition, % at 3.7 µM; 0.64% of 370,000 active;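 active = inhibition above the screen-wide mean plus 3 SD, cut at about 13% in these data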;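 also: signal is the Cy5 over europium emission ratio at 671 and 618 nm; 0% = plate median of compound wells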
HTRA1 inh: blocks human HTRA1 serine peptidase; 0.5% of 340,000 active; inhibition, % at 5.96 µM; recombinant HTRA1, FP-rhodamine activity-based probe, fluorescence polarization; AID 504803; in the data active = inhibition above about 36%;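 also: 0% = enzyme with DMSO and 100% = wells lacking enzyme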
Target sequence (Q92743 whole entry, looked up): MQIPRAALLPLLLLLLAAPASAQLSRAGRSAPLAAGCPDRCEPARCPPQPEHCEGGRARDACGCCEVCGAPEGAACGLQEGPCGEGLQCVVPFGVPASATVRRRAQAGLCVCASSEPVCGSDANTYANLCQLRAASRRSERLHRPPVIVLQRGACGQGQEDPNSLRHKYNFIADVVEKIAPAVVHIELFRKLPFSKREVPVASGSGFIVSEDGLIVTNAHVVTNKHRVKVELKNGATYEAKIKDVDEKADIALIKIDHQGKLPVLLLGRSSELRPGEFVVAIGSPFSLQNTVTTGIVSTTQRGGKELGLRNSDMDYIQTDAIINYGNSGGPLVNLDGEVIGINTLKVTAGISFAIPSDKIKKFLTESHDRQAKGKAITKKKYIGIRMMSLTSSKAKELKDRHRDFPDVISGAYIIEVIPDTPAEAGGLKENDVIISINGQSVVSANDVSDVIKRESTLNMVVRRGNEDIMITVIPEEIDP
rCAG RNA binder: r(CAG) repeat RNA binding | TO-PRO-1 dye displacement fluorescence | inhibition, % at 3 µM | 1.3% of 370,000 active | AID 651821;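 active = inhibition above the plate cutoff, the mean of all test compounds on that plate plus 3 SD, cut at about 35% in these data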;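 also: 0% = DMSO alone and 100% = 100 µM mitoxantrone as full dye displacement; higher means more dye released from RNA so lower well fluorescence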
TCR CD3 inh: blocks the human TCR-CD3 interaction | TAMRA-labeled TCR probe fluorescence, biochemical | inhibition, % at 9.4 µM | AID 651800 | 0.37% of 360,000 active; in the data active = inhibition above about 19%;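 also: recombinant mutant TCR 2C K166C tagged with TAMRA read by polarization; 0% = receptor in buffer alone and 100% = receptor with positive control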
mABHD4 FP: ABHD4 (mouse) inhibition, primary FP screen; Q8VD66; purified mABHD4, FP-Rh probe fluorescence polarization; 0.54% of 370,000 active; AID 720543; inhibition, % at 8.92 µM;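 active = inhibition exceeding the mean over every tested compound plus 3 SD, cut at about 30% in these data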;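 also: 0% = plate median of compound wells and 100% = S159A mutant with DMSO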
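Material: mouse ABHD4 enzyme, wild type; Benchmarks: S159A mutant high control, sample median low control; Buffer or medium: HEPES pH 7.0, NaCl, Pluronic buffer; Signal: fluorescence polarization; Read-out: percent inhibition of probe binding, normalized to plate controls; Timing: pre-incubation 45 min, probe exposure 60 min, at 25 °C; Dosing: 8.92 µM, single dose.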
Rev-erbA mod: modulates human Rev-erb alpha binding to DNA. Rev-erbα–FITC-DNA binding, fluorescence polarization, 90 min. activity, % at 10 µM. 0.79% of 370,000 active;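 active = activity above about 14%, limit read from the data; passing the limit was not always enough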;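 also: 0% = DMSO wells with 35 nM protein and 100% = DMSO wells with 750 nM protein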
PG9 binder: PG9 antibody binding by small molecule | 0.43% of 360,000 active | TR-FRET gp120-PG9 antibody binding | inhibition, % at 6.7 µM | AID 624416; in the data active = inhibition above about 8.5%
PRMT1 inh: PRMT1 (human) inhibition, primary screen | Q99873 | recombinant PRMT1, activity-based probe fluorescence polarization | inhibition, % at 2.79 µM | 1.3% of 370,000 active;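 active = inhibition above about 21% made by adding two undisclosed values, limit read from the data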
MBD2 DNA inh: MBD2-methylated oligo binding inhibition. Q9UBB5. TR-FRET, MBD2 binding to methylated oligonucleotide. inhibition, % at 4.4 µM. 0.31% of 370,000 active; in the data active = inhibition above about 13%
Target sequence (Q9UBB5 whole entry, looked up): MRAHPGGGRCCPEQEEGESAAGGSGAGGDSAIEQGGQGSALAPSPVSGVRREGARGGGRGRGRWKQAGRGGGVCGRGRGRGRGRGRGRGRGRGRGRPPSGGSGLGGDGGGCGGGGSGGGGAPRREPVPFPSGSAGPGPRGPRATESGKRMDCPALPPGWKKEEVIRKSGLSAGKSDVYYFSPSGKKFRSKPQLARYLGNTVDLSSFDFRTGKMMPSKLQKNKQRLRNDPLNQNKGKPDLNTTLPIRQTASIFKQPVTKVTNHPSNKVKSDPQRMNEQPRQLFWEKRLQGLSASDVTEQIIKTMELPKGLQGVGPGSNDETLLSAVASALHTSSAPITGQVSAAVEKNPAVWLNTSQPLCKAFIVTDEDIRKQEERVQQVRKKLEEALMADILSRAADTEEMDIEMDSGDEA
Numbers without * were called inactive; . = no result given.

SMILES	UHRF1 MBD2 ctr	LEDGF integ inh	HTRA1 inh	rCAG RNA binder	TCR CD3 inh	mABHD4 FP	Rev-erbA mod	PG9 binder	PRMT1 inh	MBD2 DNA inh
COc1cc(NC(=S)NC(C)(C)C)c(OC)cc1Cl	2	10	0	-3	-3	3	-1	0.9	-3	3
C=CCc1cccc2cc(C(=O)N3CCN(C(=O)OCC)CC3)c(=O)oc12	-3	5	-1	3	-1	0	0	0.1	5	-8
COc1ccc(NC(=O)c2cccc(NC(=O)c3ccccc3)c2)c(OC)c1	-2	-4	-14	5	-1	4	-1	-0.1	0	0
CCOC(=O)C1=C(O)/C(=C/c2ccc(-c3ccccc3C(=O)O)o2)SC1=Nc1ccc(C)cc1	0	8	24	28	7	22	3	-1.4	5	-1
Cc1ccccc1OCCC(=O)OCC(=O)N1c2ccccc2NC(=O)C1(C)C	1	-2	6	2	6	-1	1	0.1	2	1
O=C(NCc1ccco1)c1ccc2snnc2c1	1	-1	1	4	7	0	3	1.3	0	1
CN1CCN(c2ccc(NC(=S)NC(=O)/C=C/c3ccco3)cc2)CC1	-8	-6	9	-1	8	5	-3	-2.7	2	-9
Cc1ccc(C(=O)O)cc1NC(=O)Nc1ccc2c(c1)OCO2	-1	2	4	2	0	3	0	-0.6	1	-2
COc1cc(-c2nnc(NC(=O)CS(=O)(=O)c3ccc(F)cc3)o2)cc(OC)c1OC	0	-2	-1	12	-3	5	1	-0.4	1	-1
CCOc1ccc(-n2c(SCC(=O)Nc3ccc(C(=O)O)cc3)nc3ccccc3c2=O)cc1	1	-1	-9	29	0	-13	-4	-1.9	-1	4
Cc1ccc(-n2c(O)c(/C=C3/C(c4ccccc4)=Nc4ccccc43)c(=O)[nH]c2=O)cc1	-5	1	-16	3	-13	-43	-5	-3.8	4	2
Cc1cccc(NC(=O)c2ncn3c2C(=O)N(C)CC3)c1	0	2	-6	2	4	-5	4	0.8	-1	1
COc1cccc(C2CC(=O)NC3=C2C(=O)CCC3)c1 (stereo not drawn)	1	0	2	-1	5	-2	1	-2.0	2	2
C(=C\c1ccccc1)/C=N/Nc1nc2ccccc2s1	-3	1	-15	21	-15	8	3	-3.4	-1	-6
CCC(=O)N1CCCc2cc(S(=O)(=O)N3CCN(C4CCCCC4)CC3)ccc21	4	3	0	-4	-3	-3	-4	1.6	1	-1
COc1ccc(NC(=O)N2CCCC2C(=O)Nc2ccc(C)cc2)cc1 (stereo not drawn)	1	-1	1	-2	-7	-2	-2	0.5	0	1
CCNC(=O)c1c(O)c2ccccc2[nH]c1=O	2	-3	0	1	-7	1	-3	0.1	2	-1
CN(C)c1ccc(NS(=O)(=O)c2cc3c4c(c2)CC(=O)N4CCC3)cc1	-3	3	12	26	5	6	2	-1.8	3	3
Cc1ccc(NC(=O)[C@@H]2CC(=O)O[C@@H]2c2ccccc2)cc1C	-2	-3	.	0	.	6	-7	.	4	3
CC(Sc1ccccc1F)C(=O)Nc1cccc(S(=O)(=O)N2CCOCC2)c1 (stereo not drawn)	-2	0	2	5	5	1	-3	-1.5	4	5
COc1ccc(/C(N)=N/OC(=O)CC2CCCCC2)cc1OC	6	-4	-13	-7	-6	2	0	-0.6	0	1
Cc1cc(NC(=O)COC(=O)c2n[nH]c3ccccc23)no1	-1	-3	-6	3	7	1	7	-0.7	-1	-4
c1ccc(CSc2snnc2-c2ccccc2)cc1	1	-1	-20	-2	-2	-3	3	3.5	2	5
Cc1ccc(CN(C)Cc2cc(=O)oc3cc(C)c(Cl)cc23)cc1	1	-4	-16	-2	1	-2	-3	-1.1	4	-5
CCCCNC(=O)C1(C)CCN1C(=O)c1ccccc1Br (stereo not drawn)	0	2	.	2	-1	-2	-6	0.2	-2	0

Shown as a markdown table: 4 of the compounds above.
| SMILES | UHRF1 MBD2 ctr | LEDGF integ inh | HTRA1 inh | rCAG RNA binder | TCR CD3 inh | mABHD4 FP | Rev-erbA mod | PG9 binder | PRMT1 inh | MBD2 DNA inh |
| --- | --- | --- | --- | --- | --- | --- | --- | --- | --- | --- |
| Cc1ccc(C(=O)O)cc1NC(=O)Nc1ccc2c(c1)OCO2 | -1 | 2 | 4 | 2 | 0 | 3 | 0 | -0.6 | 1 | -2 |
| Cc1ccccc1OCCC(=O)OCC(=O)N1c2ccccc2NC(=O)C1(C)C | 1 | -2 | 6 | 2 | 6 | -1 | 1 | 0.1 | 2 | 1 |
| CCC(=O)N1CCCc2cc(S(=O)(=O)N3CCN(C4CCCCC4)CC3)ccc21 | 4 | 3 | 0 | -4 | -3 | -3 | -4 | 1.6 | 1 | -1 |
| COc1ccc(NC(=O)c2cccc(NC(=O)c3ccccc3)c2)c(OC)c1 | -2 | -4 | -14 | 5 | -1 | 4 | -1 | -0.1 | 0 | 0 |

Other compounds.
SMILES	UHRF1 MBD2 ctr	LEDGF integ inh	HTRA1 inh	rCAG RNA binder	TCR CD3 inh	mABHD4 FP	Rev-erbA mod	PG9 binder	PRMT1 inh	MBD2 DNA inh
COCc1c(C(=O)OC)nnn1-c1ccc(C(F)(F)F)cc1[N+](=O)[O-]	0	1	3	-5	6	-1	0	-4.0	1	4
O=C(Nc1ccc2ccccc2c1)C(=O)C1C(=O)Nc2ccccc21 (stereo not drawn)	-1	4	.	2	3	-1	-2	-2.3	-2	-2
CCn1c(SCC(=O)NCc2cccs2)nnc1-c1cccs1	-2	0	4	-3	2	-4	-3	0.7	1	-5
CCN(CC)CCN1C(=O)c2ccccc2NC1c1ccc(N(C)C)cc1 (stereo not drawn)	3	3	2	-5	-6	-17	2	-4.8	-2	-5
CCN(CC)c1ccc(C2CC(=O)NC3=C2C(=O)CC(C)(C)C3)cc1 (stereo not drawn)	1	-3	-3	-11	-6	-4	2	-4.6	0	3
Cc1noc(C)c1NC(=O)N(C)C[C@H]1Oc2ccc(NC(=O)Cn3cnnn3)cc2C(=O)N([C@H](C)CO)C[C@@H]1C	-1	-3	3	2	2	5	-7	0.5	0	-9
CCC(C(=O)O)N1C(=O)/C(=C/C(C)=C/c2ccccc2)SC1=S (stereo not drawn)	14	3	-24	61*	-3	-8	-1	-1.1	3	1
CCOC(=O)N/N=C(\CCC(=O)O)c1cccs1	2	-4	-3	-4	-7	-4	5	0.9	6	2
CCOC(=O)CNC(=S)N(Cc1ccccc1F)C1CCCCC1	0	-1	-7	-7	1	0	-5	-0.8	0	1
O=C(C[C@H]1C[C@@H]2c3cc(NS(=O)(=O)c4ccccc4)ccc3O[C@@H]2[C@H](CO)O1)NC1CCCC1	-1	3	4	2	1	-1	5	-1.8	-2	5
Cc1nc(C)c(C(=O)O)c(-c2cccs2)c1C(=O)O	-1	-2	.	1	8	-1	-1	-2.0	1	1
O=C1CN(c2nnnn2-c2ccccc2)CCN1	3	3	2	0	3	1	-2	-2.1	1	1
COc1cc(/C=C2/C(=O)ON=C2C)cc(Cl)c1O	0	-6	4	1	-3	15	-1	-4.3	4	4
COCCCNC(=O)c1cc2c(-c3ccc(Cl)cc3)nn(C)c2s1	2	-2	-26	-1	2	-3	-10	-2.5	0	1
CCOC(=O)[C@]12CCC=C1N(Cc1ccccc1)C(=O)[C@H](CC(=O)NCC1CCCCC1)C2	3	-2	.	3	-1	3	11	-1.6	2	6
Cc1cc(OC(C)C)nc(-c2ccccc2O)n1	1	1	-2	-3	-2	1	1	0.9	4	-3
O=C(Nc1ccc2c(c1)ncn2-c1ccccc1)c1ccco1	1	-1	-6	-2	4	0	-2	0.0	1	-2
CCOC(CNC(=O)c1ccc(CNC(=O)c2ccc(OC)c(OC)c2)cc1)OCC	0	7	7	-5	0	-4	-2	-1.0	-4	0
CC(C)n1nc(CC(=O)O)c2ccccc2c1=O	1	3	-1	1	10	-4	0	0.7	4	-4
O=C(OCc1ccccc1Cl)c1ccccc1C(=O)c1ccccc1	0	1	-17	3	3	-12	3	0.0	-3	-3
CC(C)c1ccc(C(=O)OCC(=O)NC2CCCC2)cc1	0	1	-4	-1	-1	-6	1	2.4	-1	4
COc1ccc(NC(=O)CSc2nnc(Cc3ccccc3)c(=O)n2N)cc1OC	-1	-3	3	4	-1	-2	4	-0.7	8	5
CCCCN1Cc2c(nc3cc(-c4ccccc4)[nH]n3c2=O)C1=O	-3	-5	4	18	3	6	-2	-2.8	-2	-3
Cc1cc(C(=O)Cn2cnc3cc([N+](=O)[O-])ccc3c2=O)c(C)n1CC1CCCO1 (stereo not drawn)	4	-9	7	10	-2	0	-5	0.4	4	1
CCN(C(=O)COC(=O)c1ccc(O)cc1O)c1c(N)n(Cc2ccccc2)c(=O)[nH]c1=O	0	7	-5	0	2	3	-4	0.6	-2	-1
SMILES	UHRF1 MBD2 ctr	LEDGF integ inh	HTRA1 inh	rCAG RNA binder	TCR CD3 inh	mABHD4 FP	Rev-erbA mod	PG9 binder	PRMT1 inh	MBD2 DNA inh
Cc1cc(Cl)c(OCCOCCN2CCCCC2)c(Br)c1	1	0	-3	-3	11	11	-2	-2.2	-1	2
COc1ccc(N(C)S(=O)(=O)c2ccc3c(c2)CC(C)N3C(=O)C2CC2)c(OC)c1 (stereo not drawn)	-2	3	-17	-3	6	-3	1	-0.2	0	-6
COc1ccc(CNC(=O)CCNS(=O)(=O)c2ccc3[nH]c(=O)oc3c2)cc1	4	4	.	1	.	1	-2	.	-4	-3
CC1(C)Cc2cccc(OCC(=O)OCC(=O)NCc3ccc(F)cc3)c2O1	1	1	6	-8	7	-1	0	-0.1	-1	-5
O=C(NC(=S)Nc1ccccc1C(=O)O)c1cncc(Br)c1	2	-2	-1	3	1	7	-2	2.1	2	2
CC1=CC(=NNS(=O)(=O)c2ccc([N+](=O)[O-])cc2)CC(C)(C)C1	1	1	0	4	1	10	0	-1.6	-1	2
FC(F)(F)c1ccccc1-n1c(CN2CCCCC2)n[nH]c1=S	3	4	7	-3	5	4	16	0.0	-2	-6
O=C(NC(NC(=S)Nc1ccc(Cl)cc1Cl)C(Cl)(Cl)Cl)c1cccc([N+](=O)[O-])c1 (stereo not drawn)	1	0	-46	13	2	-29	1	0.7	1	-5
CC(CN1CCCCC1)OC(=O)c1ccc(Cl)cc1 (stereo not drawn)	-4	-5	2	-3	5	4	-2	-0.6	-4	2
O=C1N[C@@H](Cc2c[nH]c3ccccc23)COC(=O)[C@H](Cc2ccc(F)cc2)C/C=C\C[C@H]1CC(=O)N(CCO)Cc1ccccc1	-1	0	-26	4	-5	-1	1	1.7	1	-6
CCOC(=O)C1CCN(c2ncnc3c2oc2ccccc23)CC1	-1	-2	-11	-2	6	-2	-1	-0.5	1	-5
CCOC(=O)c1cc2cc3ccccc3cc2oc1=O	-8	-5	-2	6	-5	4	-11	-1.1	3	-5
Cc1cccc(C(=O)NC(C(=O)Nc2ccc(S(=O)(=O)Nc3nccs3)cc2)C(C)C)c1 (stereo not drawn)	-2	-3	-13	42*	7	3	4	-0.5	-2	-1
Cc1ccc(N(C(=O)CCC(=O)Nc2cc(C)on2)C(C(=O)NC2CCCC2)c2ccccc2)cc1 (stereo not drawn)	4	0	-8	-1	0	0	-5	0.1	-1	2
CCOCCCNC(=O)c1ccc(Br)cc1	1	2	-5	0	6	5	-5	-0.2	-1	-5
COc1ccc(NS(=O)(=O)c2cc(NC(=O)c3ccccc3F)ccc2N2CCCC2)cc1	2	4	-19	7	0	-12	5	-1.4	-1	1
COc1cc(C(=O)NCc2nnc(SCC(=O)c3ccccc3)o2)cc(OC)c1OC	0	0	-2	0	3	-8	1	-3.5	-2	-5
O=C(CN1CCN(c2cccc(Cl)c2)CC1)Nc1ccc(S(=O)(=O)N2CCOCC2)cc1	-1	0	-8	-2	-9	-8	0	0.1	1	-2

Bioassay records from PubChem.

Some of the compounds tested; rates above refer to the full screens.
